OXTR agonist – human OXTR agonism; P30559; CHO-OTR cells, Fluo-8 calcium fluorescence; normalized: DMSO 0%, oxytocin 100%; activation, % at 3 µM; 320,000 tested, 0.32% active; AID 2435;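 active = activation above the mean of all tested compounds plus 3 SD, cutoff set per screening run, cut at about 20% in these data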;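 note: peak over basal fluorescence ratio from a 100 s FLIPR kinetic read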
Target sequence (P30559 whole entry, looked up): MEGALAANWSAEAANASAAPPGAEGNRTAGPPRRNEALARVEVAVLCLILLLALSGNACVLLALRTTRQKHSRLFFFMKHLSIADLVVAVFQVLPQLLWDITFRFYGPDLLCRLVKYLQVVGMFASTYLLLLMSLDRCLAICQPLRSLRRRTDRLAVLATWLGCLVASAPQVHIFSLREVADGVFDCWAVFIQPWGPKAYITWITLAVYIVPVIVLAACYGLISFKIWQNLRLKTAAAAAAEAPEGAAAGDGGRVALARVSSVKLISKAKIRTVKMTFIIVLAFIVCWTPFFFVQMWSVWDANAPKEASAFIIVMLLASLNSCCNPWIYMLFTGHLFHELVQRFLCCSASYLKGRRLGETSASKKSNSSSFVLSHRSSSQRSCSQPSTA
GPR7 antagonist – human neuropeptides B/W receptor 1 antagonism. GPR7-expressing cells, fluorescence antagonist assay. inhibition, % at 4.4 µM. 290,000 tested, 1.1% active. AID 1861; in the data active = inhibition above about 16%, passing the limit was not always enough;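 note: cells stimulated with the agonist NPW; 0% = agonist with vehicle and 100% = vehicle without agonist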
CHO parental Ca – counter-screen: ATP calcium response change in parental CHO cells; parental CHO-K1, ATP-induced calcium, Fluo-8 fluorescence; inhibition, % at 5.6 µM; 330,000 tested, 0.63% active; AID 463079;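 active = inhibition above that plate's mean sample inhibition plus 3 SD, cut at about 26% in these data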;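 note: 0% = ATP-challenged DMSO wells and 100% = DMSO wells without ATP; some compounds past the cut are filed as inactive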
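test system = CHO parental line | reagent = ATP stimulus | measured by = intracellular calcium via Fluo-8 no-wash fluorescent dye | control set = ATP and no-ATP DMSO wells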
V1aR counter – V1a receptor agonism, counter-screen for OXTR agonists; P37288; CHO-V1R cells, Fluo-8 calcium fluorescence, agonist mode; 0% DMSO, 100% 3 nM vasopressin; activation, % at 3 µM; 320,000 tested, 0.25% active; AID 2797;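 active = activation above the mean activation of all tested compounds plus 3 SD, per screening run, cut at about 20% in these data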;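 note: signal is peak over basal fluorescence ratio across a 100 second FLIPR read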
Target sequence (P37288 whole entry, looked up): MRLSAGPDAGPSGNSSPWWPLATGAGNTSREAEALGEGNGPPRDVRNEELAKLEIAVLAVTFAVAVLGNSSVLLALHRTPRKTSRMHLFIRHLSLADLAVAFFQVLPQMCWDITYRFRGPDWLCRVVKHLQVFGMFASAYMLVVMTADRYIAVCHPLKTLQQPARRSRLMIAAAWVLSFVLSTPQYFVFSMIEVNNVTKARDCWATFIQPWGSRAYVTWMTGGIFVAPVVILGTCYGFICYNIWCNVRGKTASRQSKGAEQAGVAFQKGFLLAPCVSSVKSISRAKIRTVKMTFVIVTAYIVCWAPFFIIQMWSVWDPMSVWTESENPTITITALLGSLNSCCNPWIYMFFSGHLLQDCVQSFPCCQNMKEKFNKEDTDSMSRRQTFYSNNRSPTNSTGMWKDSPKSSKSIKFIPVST
M1 PAM parental – counter-screen for M1 PAMs: effect in parental CHO-K1 cells | ATP EC20, Fluo-8 calcium fluorescence; 0% at ATP EC20, 100% at ATP max | activation, % at 3 µM | 360,000 tested, 0.02% active;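 active = activation above the run cutoff, the mean activation of all test compounds plus 3 SD, cut at about 40% in these data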;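 note: peak over basal fluorescence ratio in a 140 s read after ATP addition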
M1 ag parental – counter-screen for M1 agonists: effect in parental CHO-K1 cells; 360,000 tested, 0.48% active; activation, % at 3 µM; Fluo-8 calcium fluorescence; scaled to maximal ATP response, vehicle zero; in the data active = activation above about 15%;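 note: untransfected CHO-K1 host cells lacking M1 receptor as counterscreen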
CHO-K1 Ca antag – M1 antagonist counterscreen hit in parental CHO-K1 cells. 360,000 tested, 0.6% active. ATP-induced calcium, Fluo-8 fluorescence. inhibition, % at 3 µM;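 active = inhibition above a per-plate cutoff, the plate's mean sample inhibition plus 3 SD, cut at about 24% in these data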;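 note: 0% = DMSO plus EC80 ATP and 100% = DMSO alone without ATP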
OXTR potentiator – potentiators of human oxytocin receptor | 320,000 tested, 0.061% active | activation, % at 3 µM | CHO-OTR cells, Fluo-8 calcium fluorescence, potentiator mode; 0% = oxytocin EC15, 100% = EC100 | P30559;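 active = activation above that plate's cutoff, the mean activation of tested compounds plus 3 SD, cut at about 6.6% in these data, passing the limit was not always enough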;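 note: 100% uses oxytocin at 75 nM as the full agonist control; some results filed as inactive read as strong as hits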
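Material: CHO-OTR cells, human receptor; compound dosing: single dose, 3.0 µM nominal final compound concentration; schedule: 6 min compound pre-incubation at room temperature, 100 s kinetic read; measured by: kinetic Fluo-8 calcium fluorescence; read-out basis: % activation vs EC15 and EC100 oxytocin; controls: EC15 oxytocin alone as 0%, 75 nM oxytocin as 100%; replicates: singlicate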
TAAR1 antag – human TAAR1 antagonism; 360,000 tested, 1.5% active; Q96RJ0; AID 624466; CHO RD-HGA16 TAAR1, Fluo-8 calcium fluorescence, antagonist; inhibition, % at 3 µM;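 active = inhibition above a per-plate cutoff, the mean inhibition of test compounds on that plate plus 3 SD, cut at about 49% in these data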;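 note: 0% = DMSO plus EC80 beta-PEA response and 100% = DMSO alone without agonist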
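Material: CHO RD-HGA16 cells bearing hTAAR1; compound dosing: one-point dosing, 3 µM nominal final; schedule: dye loading 75 min at 37 °C, then 30 min room temperature; measured by: calcium fluorescence with Fluo-8; control set: vehicle and agonist controls; replication: n of 1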
* hit, by the source's call; / = no result given.

mol,OXTR agonist,GPR7 antagonist,CHO parental Ca,V1aR counter,M1 PAM parental,M1 ag parental,CHO-K1 Ca antag,OXTR potentiator,TAAR1 antag
CCc1nc2ccccc2c(C(=O)OCC(=O)Nc2ccc(NC(C)=O)cc2)c1C,1.3,/,-9.1,0.4,-6.0,4.2,-13.9,-9.1,42.6
COc1cccc(CNc2ccc3c(c2)nc(C)n3C)c1OC,0.2,-2.7,-7.0,0.8,-9.6,0.8,-2.3,-7.6,-5.5
Cc1ccc(NC(=O)C(NC2CCCc3ccccc32)c2ccccc2)cc1Cl (stereo unspecified),0.3,-2.2,-11.6,0.5,11.3,-0.3,1.8,-8.0,-21.0
CCOC(=O)[C@]12CCC=C1N(CCC1=CCCCC1)C(=O)[C@H](CC(=O)N1CCSCC1)C2,/,/,/,/,13.5,0.1,-14.2,/,-11.2
CCOC(=O)c1c(C)c(C(=O)O)n(C)c1C,0.1,-0.1,-15.3,-0.3,7.4,0.6,-8.2,-7.0,11.8
Cc1ccc(CNC(=O)c2cc3ccccc3oc2=O)cc1,-0.7,/,2.8,0.3,-6.4,1.7,1.6,-5.0,-3.5
COC(=O)C1C(c2ccc(N(C)C)cc2)C(C(=O)OC)S(=O)(=O)CS1(=O)=O (stereo unspecified),-0.4,-2.8,-3.6,-0.4,0.7,-0.1,0.4,-0.3,-0.1
Cn1c(=O)c2c(nc(NCCc3ccccc3)n2CC(=O)NCCc2ccccc2)n(C)c1=O,-0.5,-5.0,-8.5,6.4,16.2,0.3,-14.3,-0.1,5.5
Cc1ccc(C)c(Cn2nc(-c3ccccc3)ccc2=O)c1,2.9,-4.2,-9.7,0.8,-12.1,0.2,-15.1,-15.1,12.7
COc1ccc(OCC(O)CN2CCCCCC2)cc1 (stereo unspecified),-0.9,0.1,-2.3,0.5,11.8,0.2,-37.4,-1.4,20.2
O=C1c2cccc3c2[C@H](CCC3)CN1[C@@H]1CN2CCC1CC2,-0.3,/,-18.9,0.6,/,/,/,-16.3,/
Cc1nn(CC(=O)Nc2ccc(Cl)cc2)c(=O)c2cc(-c3ccccc3)nn12,0.3,-1.6,-8.0,0.0,-10.8,-0.2,-6.8,-5.7,1.0
COc1ccc(S(=O)(=O)N2CCCC2CNC(=O)C(=O)NCc2cccs2)cc1 (stereo unspecified),0.0,/,9.4,-1.0,22.4,0.2,4.3,-9.1,-10.0
C=CCN(C#N)c1nc(OC)nc(N2CCCC2)n1,-2.2,-7.0,-3.4,-0.7,18.3,-0.4,-1.1,-8.9,-21.4
COc1ccc(/C=N/N=C2/C(=O)Nc3ccccc32)cc1O,-1.7,-7.6,-3.5,-0.4,17.8,0.2,-1.4,-7.5,2.6
COc1ccccc1C(=O)NNC(=O)c1ccccc1F,0.8,-7.2,-0.1,-0.2,4.4,0.2,7.1,2.8,13.6
O=C(c1ccc2ccccc2n1)N1CCN(Cc2c(F)cccc2Cl)CC1,3.5,-8.3,-14.9,3.0,-15.8,2.6,-5.9,-7.0,0.5
CCC(=O)N1CCN(c2ccccc2NC(=O)Cc2ccccc2)CC1,1.4,22.3*,-14.8,-0.6,10.4,0.6,-2.8,-3.6,13.2
Cc1cc(/C=C2\SC(=S)N(C)C2=O)c(C)n1-c1cccc(O)c1,7.7,1.9,15.0,1.5,12.6,3.5,-9.8,-4.6,-1.9
Nc1cc(-c2ccco2)no1,-0.4,-8.9,-7.4,-0.4,10.9,0.2,-6.5,-5.5,4.1
OCc1ccccc1Cn1ccnc1,/,/,/,/,8.9,0.5,-10.9,/,-18.6
COC1=C/C(=C/c2c(N)n3nc(CC(=O)N4CCCC4)sc3nc2=O)C=CC1=O,2.3,-6.8,-7.1,2.6,8.3,1.2,-15.0,-1.8,-28.6
CN1CCN(c2cc(=O)n(Cc3ccc(F)cc3)c(=O)[nH]2)CC1,-0.4,9.9,-13.4,1.9,-12.9,0.2,15.7,-1.4,-4.1
CCCCN(CC)C(=O)C1CCC(CNS(=O)(=O)c2cccc3nsnc23)CC1 (stereo unspecified),1.6,-11.3,-2.5,3.7,17.3,1.0,-8.6,-9.9,-7.3
O=C(NCc1cccnc1)C1CC(=O)N(C2CCCCC2)C1 (stereo unspecified),0.2,-12.9,-9.2,0.3,0.7,0.2,-10.1,9.4,-23.6
CC(C)CNC(=O)CC(=O)N/N=C/c1cccs1,0.5,-1.3,7.6,1.6,13.7,0.4,-12.2,-0.8,2.2
C[C@H](NC(=O)[C@H]1N2C(=O)c3ccccc3C2SC1(C)C)C(=O)N1CCC[C@H]1C(=O)O (stereo partly specified),1.8,2.6,-17.2,0.1,15.8,0.2,1.7,-6.6,-8.5
C=CCn1c(C)cc(-c2csc(NC(=O)CCc3nc4ccccc4c(=O)[nH]3)n2)c1C,0.0,/,2.4,0.0,-3.6,0.5,-2.3,-5.3,-12.0
C=CCn1c(CCCNC(=O)CCC)nc2ccccc21,-0.3,3.8,3.0,0.6,14.7,0.4,-6.8,0.4,-3.5
COc1ccc(NC(=O)c2cc(-c3ccc(C)o3)nc3ccccc23)c(OC)c1,-2.8,/,-26.8,-1.1,6.8,4.4,-2.3,-3.1,75.0*
CN1/C(=C/C(=O)c2ccc(Cl)cc2)Sc2cc3c(cc21)OCO3,-0.4,-5.0,-6.2,-0.5,17.1,3.7,-12.8,0.6,-3.3
O=C(Nc1nnc(-c2ccc(Cl)cc2)o1)C1CCCCC1,-1.4,/,-10.2,-0.8,23.3,0.1,-12.0,0.1,-13.8
COc1ccc(NC(=O)NN2CCN(C)CC2)cc1,/,-4.6,/,/,22.1,0.4,0.8,/,-9.2
O=C(NCCC(F)(F)F)c1cccc2c(-c3ccc(F)c(F)c3)coc12,/,/,/,/,13.5,1.0,-15.6,/,-41.3
Cn1cc(C(=O)Nc2ccc(Cl)c(Cl)c2)cn1,1.7,/,-4.8,2.5,17.4,2.0,-13.2,-5.7,-11.0
Cc1ccc(S(=O)(=O)N2CCOCC2)cc1NC(=O)COC(=O)Cc1cccs1,1.1,/,-18.9,0.6,8.4,1.0,2.1,0.3,2.7
Cc1ccc(NC(=O)CSc2nc3ccccc3nc2N2CCOCC2)c(C)c1,-1.2,7.3,-8.4,0.0,10.0,-0.1,-2.2,1.2,-10.7
COc1ccc(CC(=O)Nc2c3c(nn2C(C)(C)C)CS(=O)C3)cc1 (stereo unspecified),0.2,-4.7,5.7,0.6,-4.4,-0.5,12.8,-10.2,-11.9
O=C(NCc1ccccc1)c1ccccc1Br,-0.2,-13.9,-3.7,0.4,0.6,0.5,-9.1,-6.0,6.1
COc1ccc(CCNC(=O)CSc2nnnn2-c2ccccc2)cc1,-0.3,9.2,-19.7,0.3,8.2,0.3,-1.2,-0.9,-30.8
Cc1c(NC(=S)NC(=O)c2ccccc2Br)c(=O)n(-c2ccccc2)n1C,-0.3,2.0,-7.4,3.0,-16.0,1.6,-3.5,-5.1,6.5
Cc1cc(-c2nnc(SCC(=O)Nc3ccc(F)cc3F)n2N)n[nH]1,0.8,-4.7,-3.6,0.2,3.5,1.1,-9.6,-5.0,-0.4
CN(c1ccccc1C(=O)N1CCCC1)S(C)(=O)=O,0.6,10.6,-12.6,1.2,9.2,0.3,-13.8,-8.7,-4.7
Nc1nc(-c2ccccn2)nc(N)c1Cc1ccc(Cl)cc1Cl,15.2,-16.9,-9.1,21.6*,22.4,4.9,11.4,-10.8,-1.3
COc1cccc(C(=O)NNC(=O)Cc2cccs2)c1,0.8,-11.9,3.0,-0.4,4.4,0.6,-6.7,-11.4,4.8
Cc1ccc(CN(C)C(=O)C2CCC(=O)N(CCc3ccccc3)C2)o1 (stereo unspecified),/,-13.1,/,/,-0.5,1.7,-7.3,/,-14.5
CC(C)COc1ccc(C(=O)Nc2ccc(NC(=O)c3ccco3)cc2)cc1,0.6,-8.1,-2.1,0.8,-7.2,0.0,-6.1,-3.7,/
CCN(CC(=O)Nc1ccc(C(=O)Nc2ccc(OC)cc2)cc1)Cc1nc2ccccc2c(=O)[nH]1,-0.7,-11.1,-7.2,-0.7,12.9,0.1,-12.1,-3.0,25.9
Cc1occc1-c1nnc(SCC(=O)N2CCc3ccccc32)o1,-0.6,-7.1,-4.1,0.6,-1.0,-0.5,4.7,-11.2,16.9
Cn1c(=O)[nH]c(=O)c2c1nc(Br)n2CCSc1nc2ccccc2o1,0.7,9.5,-9.1,0.0,-9.9,0.4,0.6,-5.6,11.2
CCCOc1cccc(-c2cc(-c3n[nH]c(=S)n3CC)c3ccccc3n2)c1,-1.6,-22.8,4.6,-1.6,8.7,-1.1,6.8,-10.0,26.3
Clc1ccc(COn2c(-c3ccc(Cl)cc3Cl)nc3ncccc32)cc1,-2.0,0.3,-13.5,-1.8,18.4,1.2,-5.2,-13.5,26.7
O=C1CN(C(=O)COc2ncnc3ccccc23)c2ccccc2N1,-0.1,-4.6,-4.0,2.0,10.8,0.6,-14.7,-2.7,11.4
c1ccc(-c2cc3c(N4CCCC4)ncnc3s2)cc1,-2.2,-11.7,-3.6,-0.3,11.2,-0.1,-2.9,-2.5,-7.3
COc1ccc(NC(=O)c2cccc(S(=O)(=O)Nc3ccc(Br)cc3)c2)cn1,11.5,20.5,5.8,10.2,-1.3,15.9*,17.6,-10.2,42.3
CCOC(=O)Cc1csc(NC(=O)c2cc(=O)c3ccccc3o2)n1,4.8,-9.0,-3.5,7.2,5.0,8.5,-7.5,-5.7,8.7
COc1ccc(S(=O)(=O)N2CCN(C(=O)C3CCCO3)CC2)cc1 (stereo unspecified),0.0,-18.9,3.1,1.3,-12.3,0.1,5.5,-3.2,-16.4
CC(C)NCC(O)COC1CCC(C(C)(C)C)CC1 (stereo unspecified),2.2,0.9,-17.8,1.4,-10.7,0.0,15.6,2.9,2.0
Cc1ccc2c(cnn2C(=O)CCC(=O)NC2CCCC2)c1,1.0,-7.0,-1.7,0.3,1.5,0.4,10.8,2.1,-7.5
CCCCn1c(N)c(N(CC(C)C)C(=O)C2CC(=O)N(Cc3ccco3)C2)c(=O)[nH]c1=O (stereo unspecified),-0.7,-14.3,1.1,-0.8,1.2,0.0,1.2,-3.5,-19.1

(cont.)
mol,OXTR agonist,GPR7 antagonist,CHO parental Ca,V1aR counter,M1 PAM parental,M1 ag parental,CHO-K1 Ca antag,OXTR potentiator,TAAR1 antag
CC(C)C[C@H](NC(=O)c1nc[nH]c1C(=O)N(C)Cc1ccccc1)C(=O)OCc1ccccc1,-0.8,-18.0,-18.1,-0.1,19.1,-0.3,-10.6,-10.7,32.0
O=S(=O)(c1ccc(F)cc1)N1CCC2(CC1)OCCN2S(=O)(=O)c1cccs1,2.2,/,-1.0,5.3,-19.9,3.8,5.0,-12.5,4.2
COc1cccc(/C=C/C(=O)NCC2CCCCC2)c1,-0.8,15.6,-20.9,-0.4,5.9,-0.2,-4.5,-3.6,8.6
Cc1cc2ccccc2c(=O)n1CC(=O)NCC(=O)N1CCN(c2ccccc2)CC1,-1.1,-4.8,-19.2,-0.2,14.5,-0.2,-1.1,7.0,8.9

Screens (PubChem BioAssay)
